# MEKK3 PB1 HTS: modulators (inhibitors or enhancers) of MEK5 binding to human MEKK3 PB1 domain; Q99759; bead-based flow cytometry, Alexa488-MEK5 binding to MEKK3; actives lie on both sides; 0 = blocked by unlabeled MEK5, 100 = vehicle; binding response (% of control), % at 10 µM; actives 1.4% (n = 290,000);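 active means binding response more than 3 SD above or below the average of its plate-row segment, actives on both sides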;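 further: Alexa488 bead fluorescence after subtracting the streptavidin-only scavenger bead signal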
# IDE inh: inhibitors of human insulin-degrading enzyme in cells | actives 0.41% (n = 320,000) | HEK cells, FAbetaB cleavage, fluorescence polarization | P14735 | AID 434962 | inhibition, % at 5.59 µM;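 active means percent inhibition above the average of all tested compounds plus 3 SD, set per screening campaign, cut at about 16% in these data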;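 further: IDE supplied by intact live HEK cells; FP after avidin binding of uncleaved biotin substrate so inhibition keeps polarization high; 0% = DMSO wells and 100% = 60 µM reference IDE inhibitor Ii1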
# Target sequence (P14735 whole entry, looked up): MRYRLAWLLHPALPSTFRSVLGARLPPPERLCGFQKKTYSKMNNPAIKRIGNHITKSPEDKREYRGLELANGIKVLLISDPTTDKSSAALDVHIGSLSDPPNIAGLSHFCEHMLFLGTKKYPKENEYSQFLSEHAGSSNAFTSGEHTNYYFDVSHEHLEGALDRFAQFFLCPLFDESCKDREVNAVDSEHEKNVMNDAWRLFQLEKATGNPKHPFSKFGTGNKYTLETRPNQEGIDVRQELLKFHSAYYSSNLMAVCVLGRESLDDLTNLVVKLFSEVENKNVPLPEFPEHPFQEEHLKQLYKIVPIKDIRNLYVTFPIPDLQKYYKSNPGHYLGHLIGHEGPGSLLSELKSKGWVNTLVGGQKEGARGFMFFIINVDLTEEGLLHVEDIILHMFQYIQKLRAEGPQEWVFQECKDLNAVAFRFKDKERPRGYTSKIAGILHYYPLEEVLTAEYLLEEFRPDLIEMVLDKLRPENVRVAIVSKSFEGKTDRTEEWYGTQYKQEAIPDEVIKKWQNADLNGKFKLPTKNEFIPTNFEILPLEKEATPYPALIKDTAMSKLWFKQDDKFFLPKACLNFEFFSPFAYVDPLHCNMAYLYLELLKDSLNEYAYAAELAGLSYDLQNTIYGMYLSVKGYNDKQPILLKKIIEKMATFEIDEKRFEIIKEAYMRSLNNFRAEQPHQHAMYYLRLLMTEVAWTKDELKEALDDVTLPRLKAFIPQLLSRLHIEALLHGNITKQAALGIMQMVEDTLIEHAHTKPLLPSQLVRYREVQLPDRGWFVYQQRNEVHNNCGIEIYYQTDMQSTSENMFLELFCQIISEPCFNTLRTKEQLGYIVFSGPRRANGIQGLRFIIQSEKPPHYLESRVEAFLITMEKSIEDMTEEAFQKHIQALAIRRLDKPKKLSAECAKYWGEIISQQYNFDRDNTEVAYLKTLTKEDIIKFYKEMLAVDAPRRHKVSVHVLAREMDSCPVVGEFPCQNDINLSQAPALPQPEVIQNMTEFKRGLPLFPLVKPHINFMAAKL
# PfM18AAP inh: blocks P. falciparum M18 aspartyl aminopeptidase; inhibition, % at 7.35 µM; actives 1.2% (n = 290,000); AID 1822; recombinant PfM18AAP, H-Glu-NHMec fluorogenic cleavage;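 active means inhibition above the campaign mean inhibition over all tested compounds plus 3 SD, cut at about 28% in these data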;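 further: 0% = plate median of test compound wells and 100% = 2 mM ZnCl2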
# pCIP destab: compounds decreasing mouse p/CIP protein stability; decrease of EGFP signal, % at 10 µM; AID 1984; Q05BA5; actives 0.01% (n = 290,000); F442A p/CIP-EGFP cells, EGFP fluorescence, 16 h;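 active means EGFP signal decrease of at least 30% at 10 µM or well 3 SD below plate mean, unless failing retest; inactive means the rest, including hits failing retest or dose response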; further: some compounds called inactive have numbers as strong as hits; many of its hits are not listed in these tables
# IDE act: IDE (human) activation, cell-based | P14735 | HEK cells, FAbeta-B cleavage, fluorescence polarization; 0% vehicle, 100% cell-free pure enzyme wells | activation, % at 5.96 µM | actives 0.073% (n = 340,000);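 active means activation above the mean of all tested compounds plus 3 SD, set per screening campaign, cut at about 17% in these data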
# NALP1 inh: inhibitors of NALP1 inflammasome in yeast | S. cerevisiae NALP1/ASC/caspase-1 growth, X-gal OD620, 72 h | inhibition, % at 10 µM | actives 0.61% (n = 280,000); in the data active means inhibition mostly above about 24%, no sharp cut-off; inactive means mostly below about 32%; further: some compounds called inactive have numbers as strong as hits
# MEKK2wt PB1 HTS: raises or lowers MEK5 binding to wildtype human MEKK2 PB1 domain. Q9Y2U5. bead flow cytometry, Alexa488-MEK5 binding to MEKK2 WT; actives lie on both sides. binding response (% of control), % at 10 µM. actives 1.1% (n = 290,000). AID 1531; in the data active means binding response below about 67% or above about 130%
# UBC9 SUMO inh: SUMOylation inhibition | HTRF SUMOylation assay, SAE1/SAE2 + UBC9, in vitro | inhibition, % at 35 µM | actives 0.36% (n = 290,000); in the data active means inhibition above about 50%, passing the limit was not always enough; further: strong numbers were not always called active
# MEKK2 mut-MEK5: signal of MEK5 binding to mutant human MEKK2 PB1 domain | percent response, % at 10 µM | bead flow cytometry, Alexa488-MEK5 binding to MEKK2 mutant | actives 0.35% (n = 290,000); in the data active means percent response above about 24%, passing the limit was not always enough; further: inactives centre near 1; some results filed as inactive read as strong as hits; reference of the scale not given here
# * = called active by the depositor; . = no result given. A portion of the library, so the mix of outcomes need not match the whole.
MEKK2wt PB1 HTS	UBC9 SUMO inh	IDE act	IDE inh	NALP1 inh	MEKK2 mut-MEK5	PfM18AAP inh	MEKK3 PB1 HTS	pCIP destab	SMILES
99	18	-9	14	-12	-5	2	99	-9	COc1ccccc1CC(=O)Nc1ccccc1C(=O)O
95	4	4	0	.	-5	5	97	-12	CCOc1ccccc1NC(=O)c1ccccc1NS(C)(=O)=O
95	-11	.	.	3	0	-3	96	-10	CCOC(=O)C(Sc1ncnc2c1sc1nc(N3CCOCC3)c3c(c12)CCCC3)c1ccccc1 (stereo not given)
100	-39	7	7	8	4	9	101	6	Cc1cc(SCC(=O)N/N=C/c2ccc(O)cc2O)c(C)cc1Br
97	26	-6	0	12	0	-7	97	-13	Cc1c(NC(=O)CSc2ccc(Cl)cc2)cccc1-c1nc2ncccc2o1
99	-9	1	5	10	-3	-2	102	0	COc1ccccc1CNC(=S)NCc1ccc(Cl)cc1
99	6	4	2	8	4	-9	99	3	COc1ccc(CNC(=O)CSc2n[nH]c(N)n2)cc1OC
102	-8	3	4	0	-3	-11	102	2	Cc1ccc(Cl)cc1NC(=S)N(Cc1ccco1)C(C)c1cccs1 (stereo not given)
95	-8	-3	1	-17	-3	-11	96	-1	Cc1ccc(C(=O)CSc2nn3c(=O)c(C(C)(C)C)nnc3s2)cc1
101	-24	9	3	-24	2	6	99	-2	O=C(N/N=C/c1ccc([N+](=O)[O-])cc1)c1ccc2nc[nH]c2c1
98	10	0	3	9	0	2	100	-12	CCC(C(=O)Nc1cc(C)on1)c1ccccc1 (stereo not given)
100	3	0	4	3	16	3	103	-17	CN(Cc1ccccc1F)C(=O)c1sccc1-c1ccccc1
108	4	-1	1	8	9	7	106	14	Cc1ccc2oc(C(=O)N(Cc3ccc(N(C)C)cc3)C3CCS(=O)(=O)C3)c(C)c2c1 (stereo not given)
97	-2	5	.	19	-1	3	94	9	CCOC(=O)c1c(NC(=O)c2ccc(-n3cnnn3)cc2)sc2c1CCCC2
104	13	7	4	8	6	2	104	-7	COc1ccc(CCNC(=O)CN2C(=O)c3ccccc3S2(=O)=O)cc1OC
95	4	4	5	-19	-9	-8	96	-13	CN(C)c1ccc(C(C(=O)NC(C)(C)C)N(C(=O)c2csnn2)C2CC2)cc1 (stereo not given)
97	5	1	2	11	3	5	97	-2	CCN1C(=S)N[C@@H](c2ccccc2)C(C(=O)OC)=C1C
102	16	6	5	11	-2	1	97	-5	CNc1c([N+](=O)[O-])cnn1-c1ccc(Cl)cc1Cl
99	2	4	-1	13	3	1	103	6	COc1ccc(C(=O)N2CCC(N3CCN(c4ccccc4)CC3)CC2)cc1
103	.	2	0	28	0	-1	98	8	CCc1ccc(CN2CCC(N3CCC(C(=O)N4CCCC4)CC3)CC2)o1
95	7	5	-2	9	-4	3	102	-7	CC(C)CC(=O)Nc1ccnc(-c2ccncc2)n1
106	-3	0	2	23	3	-8	103	-12	CC(C)c1ccc(C(=O)NCCCNC(=O)c2cnccn2)cc1
98	14	-2	-5	4	-1	-2	96	-7	COCCNC(=O)C(c1ccc(F)cc1)N(CCOC)C(=O)CCC(=O)Nc1nccs1 (stereo not given)
100	10	5	-4	36	11	-6	99	3	COc1ccc(S(=O)(=O)N(CCc2ccccc2)CC(=O)O)cc1C
93	-4	7	3	17	-8	1	98	6	COc1ccc(C)cc1NC(=O)CSc1nc2ccccc2nc1N1CC(C)OC(C)C1 (stereo not given)
83	-5	0	1	11	4	4	100	-12	O=C(NC1CCCC1)c1cccnc1N1CCCCCC1
88	13	0	0	7	-5	2	89	-3	Cc1ccc(Cl)cc1N1CCN(C(c2ccc(C#N)cc2)c2nnnn2C2CCCC2)CC1 (stereo not given)
106	-17	1	0	-2	5	-15	104	-4	Cc1cccc(NC(=S)NC(=O)CCc2ccccc2)c1
101	8	6	-2	10	-3	0	102	5	COc1ccc(-c2csc3ncnc(N4CCN(c5ccc(OC)cc5)CC4)c23)cc1
102	16	-3	8	6	-3	-11	109	7	CN(c1ccc(C(=O)Nc2cccc([N+](=O)[O-])c2)cc1)S(C)(=O)=O
99	-1	-3	-1	24	-5	42*	88	-6	CC(C)c1nnc(NC(=O)CSc2ncn[nH]2)s1
106	7	6	-7	9	-1	0	106	-9	CCCC(NC(=O)CNC(=O)C(C)(C)C)C(=O)O (stereo not given)
103	-1	1	2	14	1	10	110	-14	CCOC(=O)c1cc(C)sc1/N=C/C1C(=O)CCCC1=O
104	0	0	10	1	3	-3	102	-3	CCOc1ccccc1C(=O)NCC(=O)NCCCSc1ccccc1
94	-13	4	-1	4	-2	-1	111	-10	CCn1c2ccccc2c2cc(N=C3SC(CC(=O)Nc4ccccc4OC)C(=O)N3C)ccc21 (stereo not given)
98	4	1	11	11	-1	6	98	-10	COC(=O)c1c(-c2cccs2)csc1NC(=O)CN1CCOCC1
94	0	5	1	-1	-9	-15	93	0	COc1cccc(C(=O)NCCCn2ccnc2)c1
.	-16	4	6	4	.	2	.	-1	CCOC(=O)N1CCC(NC(=O)CCS(=O)(=O)c2ccc3c(c2)CCN3C(C)=O)CC1
104	17	0	-2	-4	3	-3	109	-2	c1ccc(Cc2cc(-c3ccccc3)on2)cc1
105	10	-7	7	19	1	0	102	-13	Cc1ccc(NC(=O)CSc2n[nH]c(-c3cccnc3)n2)cc1Cl

# Compounds listed so far that contain fluorine:
MEKK2wt PB1 HTS	UBC9 SUMO inh	IDE act	IDE inh	NALP1 inh	MEKK2 mut-MEK5	PfM18AAP inh	MEKK3 PB1 HTS	pCIP destab	SMILES
100	3	0	4	3	16	3	103	-17	CN(Cc1ccccc1F)C(=O)c1sccc1-c1ccccc1
98	14	-2	-5	4	-1	-2	96	-7	COCCNC(=O)C(c1ccc(F)cc1)N(CCOC)C(=O)CCC(=O)Nc1nccs1 (stereo not given)

# Next part.
MEKK2wt PB1 HTS	UBC9 SUMO inh	IDE act	IDE inh	NALP1 inh	MEKK2 mut-MEK5	PfM18AAP inh	MEKK3 PB1 HTS	pCIP destab	SMILES
122	89*	0	-2	-5	22	15	106	-9	CC1C(=O)NN=C1C(=O)N/N=C\c1ccc(O)cc1O (stereo not given)
97	19	-1	-6	1	2	1	100	-12	Cn1cc(/C=N/n2cnc3scc(-c4ccc(Cl)cc4)c3c2=O)c2ccccc21
93	15	5	4	28	-3	-21	96	3	Nn1c(SCc2cccc(Br)c2)nnc1-c1ccncc1
108	16	4	4	4	6	-1	101	-11	COc1ccc(OCc2cc(C(=O)N3CCCC(O)C3)no2)c2ccccc12 (stereo not given)
88	8	0	1	-4	-14	-4	102	-11	O=Cc1cccn1-c1ccc(O)cc1
110	8	2	8	6	14	0	110	-2	CCn1ccnc1CN(C)Cc1cn[nH]c1-c1ccc(OC)c(F)c1
107	-7	4	0	35	18	4	99	-7	COc1ccc2[nH]cc(CCCN3C(=O)c4ccccc4C3=O)c2c1
102	11	1	5	3	11	-8	104	-15	CCc1nn(C(C)C(=O)NCCc2ccc(OC)c(OC)c2)c(=O)c2cc3occc3n12 (stereo not given)
107	-19	2	0	-5	1	9	103	-11	Cc1cc(C(=O)Nc2ccccc2N2CCOCC2)c(C)o1
77	18	.	91*	25	6	-1	97	-28	O=C(OCCN1C(=O)c2cccc3c(N4CCOCC4)ccc(c23)C1=O)c1cccc(Cl)c1
89	9	2	-2	14	-4	1	102	-10	C[C@H](NC(=O)c1nc[nH]c1C(=O)NCC(=O)OC(C)(C)C)c1ccccc1
98	10	.	-13	14	-5	-3	99	3	Cc1nc2c(C)c(C)c(C)c(C)c2nc1C
69	6	1	3	-1	-40	2	61	-1	O=C(CC1C(=O)NCCN1C(=O)Nc1ccccc1)Nc1ccc(F)cc1 (stereo not given)
90	0	7	1	-1	-4	5	97	-3	COc1cc(/C=N/NC(=O)c2ccc(C)nc2)cc([N+](=O)[O-])c1O
110	7	3	-3	-7	10	0	110	-11	COC(=O)CC1COc2ccccc2N1S(=O)(=O)c1ccc(OC)cc1 (stereo not given)
99	-6	0	2	3	3	-6	98	1	CCC(CCC(=O)Nc1ccn(-c2ccccc2)n1)C(=O)O (stereo not given)
102	3	7	8	17	-2	1	99	2	Cc1c(NC(=O)C(=O)/C=C(\O)c2ccc(Cl)cc2)c(=O)n(-c2ccccc2)n1C
106	6	0	3	7	-1	-14	103	-2	CCOc1ccc(S(=O)(=O)NCC2CCCO2)cc1 (stereo not given)
91	15	1	0	38	-5	3	95	-5	CCOC(=O)c1c(NC(=O)c2cc(CC(C)C)on2)sc(C(C)=O)c1C
95	29	2	4	4	-6	1	102	-3	O=C(Nc1cccc(-c2cn3cccnc3n2)c1)Nc1ccccc1F
103	1	1	0	10	-4	2	102	5	CC(Sc1ccccc1)C(=O)NN=C1CCCCCC1 (stereo not given)
103	22	4	4	5	1	2	103	4	Cc1cc(C)nc(N2CCC(C(=O)Nc3ccc4c(c3)OCCO4)CC2)n1
94	0	-1	-4	-2	2	4	99	21	CCCn1c(SCC(=O)N2c3ccc(F)cc3CCC2C)nnc1-c1ccccn1 (stereo not given)
110	-4	2	2	7	5	-5	104	-7	Cc1ccc(C(=O)NC(C)(COc2nonc2C)COc2nonc2C)cc1
107	14	.	2	35	1	7	103	-19	Cc1cc(Cl)c(OCCCCNC(C)(C)C)c(Br)c1
102	13	5	-2	7	1	-2	105	-3	Cc1ccc2[nH]cc(S(=O)(=O)c3ccc(F)cc3)c(=O)c2c1
96	22	-1	2	36	0	10	95	-2	CCOc1cc(CNc2ccc(N3CCCC3)cc2)cc(Cl)c1OC
104	-2	3	2	25	0	-5	111	1	CC(=O)c1ccc(OC(C)C)c(Cc2c(O)nc(N)[nH]c2=O)c1
96	-5	1	3	18	-5	-2	100	2	Cc1cc(S(=O)(=O)N2CCOCC2)ccc1OCC(=O)NCC1CCCO1 (stereo not given)
100	-2	7	1	22	-2	42*	104	5	O=C(CN1CCN(c2ccc(O)cc2)CC1)N1CCc2ccccc21
92	.	-1	-2	.	-11	-15	93	.	CC1CCN(Cc2nc3c(c(=O)n(C)c(=O)n3C)n2CCc2ccccc2)CC1
105	14	-1	5	13	-1	-3	132	-14	CC1(C)SC(=S)N(NC(=O)Nc2ccccc2)C1N(O)C(=O)Nc1cccc2ccccc12 (stereo not given)
121	-13	-2	6	10	6	4	108	-2	O=C(Nc1ccc(Cl)c(Cl)c1)O/N=C/c1ccncc1
94	7	3	-2	10	-2	-3	96	-11	O=S(=O)(c1cccs1)N1CCCc2cccc(O)c21
96	21	3	1	27	11	12	102	-4	Cc1ccc2cc3c(N)c(C(=O)Nc4c(C)[nH]c(=O)[nH]c4=O)sc3nc2c1
93	-22	5	-3	33	-8	12	91	-4	COc1ccccc1C1CCN(c2cc(O)ccc2[N+](=O)[O-])CC1
100	-7	2	-7	18	2	-1	95	3	COc1ccc(S(=O)(=O)N(C)c2ccc(C(=O)N3CCN(c4ccccc4)CC3)cc2)cc1OC
101	-5	1	0	15	1	22	102	-9	S=C(Nc1ccccn1)NC1CCCC1
94	0	7	.	23	-1	-2	97	-12	O=C(CCc1ccccn1)N1CCCC(N2CCN(c3ccc(F)cc3)CC2)C1 (stereo not given)

# Taken from the entries so far (4 entries):
MEKK2wt PB1 HTS	UBC9 SUMO inh	IDE act	IDE inh	NALP1 inh	MEKK2 mut-MEK5	PfM18AAP inh	MEKK3 PB1 HTS	pCIP destab	SMILES
98	14	-2	-5	4	-1	-2	96	-7	COCCNC(=O)C(c1ccc(F)cc1)N(CCOC)C(=O)CCC(=O)Nc1nccs1 (stereo not given)
100	10	5	-4	36	11	-6	99	3	COc1ccc(S(=O)(=O)N(CCc2ccccc2)CC(=O)O)cc1C
93	-4	7	3	17	-8	1	98	6	COc1ccc(C)cc1NC(=O)CSc1nc2ccccc2nc1N1CC(C)OC(C)C1 (stereo not given)
83	-5	0	1	11	4	4	100	-12	O=C(NC1CCCC1)c1cccnc1N1CCCCCC1

# Source: PubChem BioAssay
